PLC-gamma1 inh – PLC-gamma1 enzyme inhibitors, primary screen, biochemical, fluorescence, purified enzyme. 1-phosphatidylinositol 4,5-bisphosphate phosphodiesterase gamma-1 (Homo sapiens), P19174. fluorogenic substrate. inhibition, % at 12.2 µM. 370,000 tested, 0.84% active; in the data active = inhibition above about 9.5%
UHRF1 MBD2 ctr – UHRF1 methylated DNA binding inhibitors, primary screen, counter-screen for MBD2 inhibitor project, biochemical, TR-FRET, human UHRF1, single concentration; E3 ubiquitin-protein ligase UHRF1 (Homo sapiens), Q96T88; UHRF1 binding to methylated oligo; inhibition, % at 4.4 µM; 370,000 tested, 0.75% active; in the data active = inhibition above about 21%;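 also: UHRF1 SRA domain binding a hemimethylated CpG hairpin DNA probe; 0% = median of test compound wells and 100% = reference inhibitor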
PLC-beta3 inh – human PLC-beta3 inhibitors, primary screen, biochemical, fluorescence; 1-phosphatidylinositol 4,5-bisphosphate phosphodiesterase beta-3 (Homo sapiens), Q01970; 370,000 tested, 0.18% active; inhibition, % at 12.2 µM; Purified PLC-beta3, fluorogenic substrate; in the data active = inhibition above about 11%;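 also: 0% = median of compound wells on plate and 100% = full blocker control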
Target sequence (Q01970 whole entry, looked up): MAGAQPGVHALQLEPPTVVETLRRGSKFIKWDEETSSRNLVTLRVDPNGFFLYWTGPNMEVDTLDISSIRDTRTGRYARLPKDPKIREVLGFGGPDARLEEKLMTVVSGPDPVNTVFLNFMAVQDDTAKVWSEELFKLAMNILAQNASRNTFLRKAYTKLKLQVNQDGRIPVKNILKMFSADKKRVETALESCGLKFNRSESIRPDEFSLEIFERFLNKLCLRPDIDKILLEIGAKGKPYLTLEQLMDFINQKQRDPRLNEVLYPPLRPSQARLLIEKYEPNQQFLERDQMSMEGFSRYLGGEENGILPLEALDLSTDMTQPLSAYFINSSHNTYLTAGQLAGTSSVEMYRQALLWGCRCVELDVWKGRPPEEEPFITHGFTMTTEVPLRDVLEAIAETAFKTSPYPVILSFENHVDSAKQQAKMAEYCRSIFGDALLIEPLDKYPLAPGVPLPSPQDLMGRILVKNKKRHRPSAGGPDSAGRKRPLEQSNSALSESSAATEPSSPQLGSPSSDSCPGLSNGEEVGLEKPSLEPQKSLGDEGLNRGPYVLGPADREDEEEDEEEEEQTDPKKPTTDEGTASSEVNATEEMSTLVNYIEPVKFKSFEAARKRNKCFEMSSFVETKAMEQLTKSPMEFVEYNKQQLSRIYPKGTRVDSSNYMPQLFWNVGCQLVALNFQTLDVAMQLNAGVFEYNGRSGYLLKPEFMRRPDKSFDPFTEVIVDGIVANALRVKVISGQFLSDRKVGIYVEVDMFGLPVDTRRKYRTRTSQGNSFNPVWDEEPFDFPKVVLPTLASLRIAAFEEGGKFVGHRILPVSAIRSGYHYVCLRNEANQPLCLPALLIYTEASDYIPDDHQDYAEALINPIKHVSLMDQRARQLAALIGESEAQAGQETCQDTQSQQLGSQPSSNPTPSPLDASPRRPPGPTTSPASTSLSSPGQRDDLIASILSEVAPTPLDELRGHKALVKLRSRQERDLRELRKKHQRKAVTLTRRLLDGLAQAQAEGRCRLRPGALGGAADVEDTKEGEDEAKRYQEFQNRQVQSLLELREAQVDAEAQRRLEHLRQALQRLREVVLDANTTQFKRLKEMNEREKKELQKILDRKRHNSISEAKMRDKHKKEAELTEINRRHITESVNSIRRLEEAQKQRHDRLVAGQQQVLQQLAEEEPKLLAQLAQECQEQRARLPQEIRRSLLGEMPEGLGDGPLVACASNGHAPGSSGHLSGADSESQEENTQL
DDE Tn6 FP inh – inhibitors of Tn6 peptide binding to fibrin DD(E), primary screen, biochemical, fluorescence polarization, human fibrin, Tn6 probe; Fibrinogen beta chain (Homo sapiens), P02675; inhibition, % at 8.3 µM; 370,000 tested, 0.21% active; Fibrin DD(E) TRITC-Tn6 fluorescence polarization displacement;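 active = inhibition above a per-campaign cutoff: mean of compounds within control limits plus 3 SD, cut at about 15% in these data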;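 also: 0% = median of all compound wells on the plate and 100% = blocking peptide control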
proKLK7 act – proKLK7 zymogen activators, primary screen, biochemical, fluorescence intensity | Kallikrein-7 (Homo sapiens), P49862 | AID 652039, 2013 | purified proKLK7, EDANS-DABCYL substrate fluorescence; 100% is mature enzyme control, 0% vehicle | 370,000 tested, 0.9% active | activation, % at 7 µM;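 active = activation above the mean of all tested compounds plus 3 SD, computed per campaign excluding outliers beyond control limits, cut at about 13% in these data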
NR1D1 modulator – modulators of Rev-erb alpha DNA binding, primary screen, biochemical, FITC-DNA, fluorescence polarization, uHTS; activity, % at 10 µM; 370,000 tested, 0.79% active; Rev-erbα–FITC-DNA binding, 90 min; AID 1259318, 2017; Nuclear receptor subfamily 1 group D member 1 (Homo sapiens), P20393;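 active = activity above about 14%, limit read from the data; passing the limit was not always enough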;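 also: 0% = DMSO wells with 35 nM protein and 100% = DMSO wells with 750 nM protein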
ASAP1 inh – inhibitors of human ASAP1 ArfGAP activity, primary screen, biochemical, fluorescence polarization; ASAP1-stimulated ARF1 GTP hydrolysis, GDP FP detection; inhibition, % at 16.5 µM; 360,000 tested, 0.19% active; Arf-GAP with SH3 domain, ANK repeat and PH domain-containing protein 1 (Homo sapiens), …; AID 624377, 2012; in the data active = inhibition above about 25%;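 also: 0% = vehicle with enzyme and substrate and 100% = no enzyme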
sPLA2-III inh – human group III sPLA2 inhibitors, primary screen, biochemical, QFRET, BODIPY PC-A2 liposome substrate. QFRET BODIPY PC-A2 liposome hydrolysis, fluorescence. inhibition, % at 12.2 µM. 370,000 tested, 0.56% active. AID 743126, 2013;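 active = inhibition above mean plus 3 SD of compounds lying within the high and low control bounds, cut at about 19% in these data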;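 also: 0% = median of test compound wells and 100% = no enzyme DMSO wells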
ARFGAP1 inhibitor – inhibitors of rat ARFGAP1 GAP activity, primary screen, biochemical, fluorescence polarization, GDP tracer; ADP-ribosylation factor GTPase-activating protein 1 (Rattus norvegicus), Q62848; Arfgap1-stimulated ARF1 GTP hydrolysis, GDP FP detection; inhibition, % at 16.5 µM; 360,000 tested, 0.26% active;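 active = inhibition above a per-plate limit, mean inhibition of low control wells plus 3 SD, cut at about 25% in these data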;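 also: 0% = DMSO wells with enzyme and 100% = wells lacking Arfgap1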
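Assay system: purified rat His6-Arfgap1 residues 1-136 (GAP domain); Reagent: human Δ17 ARF1 bound to GTP; Dosing: 16.5 µM single point, 1.26% DMSO; Times: GTP hydrolysis reaction 2 h at 25 °C; Signal: FP, GDP Alexa 633 tracer displaced from anti-GDP antibody, 620/688 nm; Measure: % inhibition from polarization.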
Tn7 DDE FP – inhibitors of Tn7 peptide binding to fibrin DD(E), primary screen, biochemical, fluorescence polarization, human fibrin, Tn7 probe. Fibrinogen beta chain (Homo sapiens), P02675. FP displacement of FITC-Tn7 peptide from fibrin DD(E); 0% = median of compound wells per plate. inhibition, % at 8.3 µM. 370,000 tested, 0.13% active. AID 720508, 2013;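 active = inhibition above the mean of compounds falling within the control limits plus 3 SD of them, cut at about 14% in these data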;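 also: 0% = plate median of compound wells and 100% = 10 µM Aha-Tn7 peptide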
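system = human fibrin DD(E) protein | quantity = DD(E) 2 µM final | medium = Tris/NaCl/CaCl2 buffer, pH 7.8 | also added = labelled Tn7 tracer, 0.1 µM | compound dosing = single point at 8.3 µM | timing = compound with protein 10 min, then 3 h after probe, room temperature | signal = FP measurement | benchmarks = Aha-Tn7 high control | repeats = one replicate per compound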
An asterisk follows results filed as active; / = not tested or not shown.

SMILES | PLC-gamma1 inh | UHRF1 MBD2 ctr | PLC-beta3 inh | DDE Tn6 FP inh | proKLK7 act | NR1D1 modulator | ASAP1 inh | sPLA2-III inh | ARFGAP1 inhibitor | Tn7 DDE FP
Cc1ccc(C(NC(=O)N2CCN(C)CC2)C(Cl)Cl)cc1F (stereo not drawn) | 0 | 2 | 0 | -3 | -0.5 | -6 | 10 | 2 | 1 | -2
O=c1[nH]c(Nc2ccc3c(c2)OCCO3)nnc1Cc1ccccc1 | 0 | 1 | 2 | 3 | -0.3 | 3 | 7 | -3 | -8 | 4
O=C(CSc1ncnc2sc3c(c12)CCCC3)c1ccco1 | -4 | -3 | -5 | -2 | -0.3 | -1 | -11 | -50 | -13 | -2
CCOc1ccccc1-n1nnnc1SCC(=O)NC(=O)Nc1ccc2c(c1)OCCO2 | 2 | -1 | -1 | 5 | -0.3 | -2 | 7 | -45 | -5 | 0
CCC(C)(C)NC(=O)C(c1ccc(OC)cc1)N(C(=O)CCC(=O)Nc1cc(C)on1)c1ccc(OC)cc1OC (stereo not drawn) | 1 | 0 | -7 | 0 | 0.1 | 7 | -12 | -9 | 0 | -1
CCOC(=O)/C=C1/SCC(=O)N1CC(=O)c1ccc[nH]1 | -7 | 0 | -2 | -3 | -5.3 | 0 | -5 | -28 | -8 | -8
CCOc1cc(C(=O)NC)cc(Br)c1OC | 1 | -1 | -11 | -11 | 0.8 | 1 | -6 | -2 | 4 | -7
COCCn1c(SCC(=O)Nc2cc(C)on2)nc2c(c1=O)SCC2 | 3 | 3 | -7 | -1 | 0.4 | -2 | -11 | -1 | 6 | -6
COc1ccc(S(=O)(=O)N(C)C[C@H]2Oc3ccc(NS(=O)(=O)c4cccs4)cc3C(=O)N([C@H](C)CO)C[C@@H]2C)cc1 | 2 | 3 | 3 | 4 | 0.4 | -2 | 4 | -19 | -1 | -2
Cc1ccc(S(=O)(=O)C(C#N)c2nc3ccccc3nc2N2CCN(C)CC2)cc1C (stereo not drawn) | -39 | -2 | -63 | -6 | 0.8 | 1 | 11 | -39 | 20 | -4
CSc1ccc(C(=O)C2CCCN(C(=O)Cn3cnnn3)C2)cc1 (stereo not drawn) | 2 | -2 | -4 | 1 | -0.1 | -2 | -5 | -4 | -1 | 5
Cc1noc(C)c1C(=O)N1CCC1(C)C(=O)NS(=O)(=O)c1cccs1 (stereo not drawn) | 2 | 1 | 4 | 4 | -0.4 | 5 | -5 | 11 | 4 | 4
NS(=O)(=O)c1ccc(-c2ccc(/C=N/Nc3ccc(C(=O)O)cc3)o2)cc1 | -275 | -1 | -378 | 1 | 1.7 | -2 | -3 | -8 | 13 | -4
CCc1nc2ccc(C(=O)NCCCN3CCN(c4ccccc4F)CC3)cc2nc1CC | 5 | 2 | -4 | -4 | 0.1 | 1 | -9 | -5 | 7 | -10
CCN(CC)S(=O)(=O)c1cccc(NC(=O)CN2C(=O)c3ccc([N+](=O)[O-])cc3C2=O)c1 | 4 | 6 | 1 | 9 | 0.3 | 0 | -3 | 13 | 8 | 5
O=C(C1CCCCC1)N1CCN(S(=O)(=O)c2cccc([N+](=O)[O-])c2)CC1 | -1 | 1 | 2 | 0 | 0.2 | 5 | 7 | 5 | 3 | -8
Cc1ccc(S(=O)(=O)Nc2ccccc2O)cc1 | 1 | 4 | -3 | 5 | 0.0 | 7 | 5 | 2 | -2 | 3
O=C(CNC(=O)c1cccs1)NCCN1CCC(Cc2ccccc2)CC1 | 4 | -1 | 5 | -3 | 0.0 | 0 | 2 | -2 | 5 | 5
CN(C)C(=O)C(Sc1ccc(S(=O)(=O)N2CCCC2)cn1)c1ccccc1 (stereo not drawn) | 4 | -1 | -8 | 6 | 0.2 | -8 | 14 | 4 | -12 | 9
COC(=O)c1sccc1NC(=S)N1CCN(c2cccc(C)c2C)CC1 | -1 | -2 | 2 | 2 | 0.2 | 3 | 6 | 5 | 3 | -6
CCN(CC)C(=O)CSc1ccc(C(F)(F)F)cc1[N+](=O)[O-] | 6 | 2 | -2 | -6 | 0.0 | 1 | 14 | 15 | 7 | 7
O=C(COC(=O)Cc1ccsc1)Nc1cccc(F)c1 | 1 | -2 | 1 | 2 | -0.4 | 3 | -6 | 4 | -2 | -1
C/C=C\C=C\C(=O)N1CC2(CC(c3cccc(NC(=O)/C(C)=C\C)c3)=NO2)C[C@H]1C(N)=O (stereo partly drawn) | -3 | -3 | -2 | -3 | -0.2 | -6 | -3 | -7 | 0 | -10
Cc1ccc(S(=O)(=O)N2CCN(c3cnn(C)c(=O)c3Cl)CC2)cc1 | 5 | 0 | -1 | 1 | -1.4 | -2 | 5 | 2 | 3 | -3
CCCn1c(C2CCCN2c2nc(C)cs2)nc2cc(Cl)c(Cl)cc21 (stereo not drawn) | 1 | 1 | -3 | 0 | 0.5 | -4 | -7 | -5 | 3 | -8
O=C(NC1CCCCCC1)C(=O)NC1CC1 | 4 | 5 | -3 | -1 | -0.1 | 0 | 10 | -1 | -2 | 0
Cc1nnc(SCc2nnc(-c3ccccc3Br)o2)s1 | 0 | 0 | -14 | -3 | 0.1 | -1 | 16 | 5 | 2 | 4
CCOC(=O)c1c(-c2ccccc2)nnn1-c1nc(OC)nc(N2CCOCC2)n1 | 6 | 9 | 4 | -2 | -0.4 | 0 | 3 | 8 | -2 | -1
O=C1c2ccccc2-c2cccc(NS(=O)(=O)c3ccc(C(F)(F)F)cc3)c21 | -2 | -2 | -6 | -2 | -0.4 | 13 | 3 | -2 | -2 | 1
CCOC(=O)C1(Cc2ccccc2)CCCN(C(=O)C=C(C)C)C1 (stereo not drawn) | 0 | 6 | -9 | -6 | 0.0 | -1 | 1 | 13 | 12 | 1
O=c1[nH]cccc1-c1nc2ccccc2n1Cc1ccc(F)cc1 | -321 | 1 | -427 | 5 | 7.1 | -7 | -6 | -3 | -3 | 3
CCOc1ccc(OCc2ccc(C(=O)NCC3CCCO3)o2)cc1 (stereo not drawn) | 2 | 2 | 1 | 9 | -0.6 | 4 | -4 | -1 | 14 | -5
COc1ccc(OCC(=O)Sc2ccc(C)cc2)cc1 | 0 | -1 | 0 | -4 | 0.0 | 6 | 3 | 0 | 4 | 2
CCCCCn1c(N2CCOCC2)nc2c1c(=O)n(CC(N)=O)c(=O)n2C | 1 | 3 | 0 | 1 | 0.0 | -2 | 0 | -1 | 3 | 5
O=C(Nc1ccc(S(=O)(=O)N2CCOCC2)cc1)c1ccc(F)cc1 | -1 | -1 | -1 | 2 | -0.7 | -4 | 15 | 1 | 2 | 0
Cc1cccc(OC(=O)c2ccncc2)c1C | 0 | 1 | 1 | 2 | 0.2 | -5 | 11 | 1 | -5 | 2
COc1ccc(SCCC(=O)NCc2ccncc2)cc1 | 3 | 3 | -4 | -2 | -0.1 | 6 | 7 | -5 | 9 | 3
O=C(N/N=C/c1ccc(OC(=O)c2cccc(Br)c2)cc1)c1cccnc1 | 2 | -1 | 1 | -9 | -0.9 | -3 | 0 | -5 | 1 | -5
COc1ccccc1N1CCN(C2CC(=O)N(C)C2=O)CC1 (stereo not drawn) | -3 | 1 | 2 | 0 | -0.7 | -4 | -14 | 8 | -3 | 9
COc1cc(C(=S)N2CCCC2)ccc1OCc1ccc(C)cc1 | 3 | -1 | -4 | 7 | 0.0 | -2 | 6 | 8 | 4 | -2
Cn1c(CCNC(=O)c2ccco2)nc2cc(NC(=O)c3ccco3)ccc21 | 0 | 3 | -2 | -4 | -0.6 | 5 | -11 | -2 | 3 | -5
CCOc1ccc(C=Nn2c(-c3cccc(OC(C)C)c3)n[nH]c2=S)cc1 | 0 | 1 | -3 | -2 | -0.8 | -2 | / | -9 | / | 4
O=C(N/N=C/c1ccccc1C(=O)O)c1cccc(S(=O)(=O)N2CCOCC2)c1 | 0 | -1 | -8 | 0 | 0.5 | -1 | 12 | 6 | 1 | -1
CC(SCC(=O)NC(C)C1CC2CCC1C2)C(=O)O (stereo not drawn) | 3 | -1 | 3 | -3 | -0.1 | -4 | -12 | 3 | -3 | 3
Cc1ccn2cc(CCNC(=O)C3CCCCC3)nc2c1 | -3 | 0 | -3 | 7 | -0.8 | 8 | 3 | -1 | -5 | -3
COc1ccc(C2(O)CCN(Cc3nnnn3Cc3ccc(F)cc3)CC2)cc1 | -20 | -3 | -16 | -2 | 0.7 | 2 | -6 | -10 | -10 | -3
Cc1ccccc1NC(=S)N(Cc1ccccc1)Cc1cccs1 | 0 | -1 | 0 | -1 | 0.2 | -4 | 4 | 10 | 16 | -7
O=C(O)c1cccc(S(=O)(=O)Nc2ccc(S(=O)(=O)N3CCOCC3)cc2)c1 | 0 | 0 | -4 | -3 | 0.6 | 4 | -3 | -3 | -7 | -1
CCC(=O)Nc1ccccc1C(=O)OCC(=O)c1ccc2ccccc2c1 | -78 | 2 | -102 | -4 | -3.6 | -1 | -2 | -77 | 2 | -3
COc1cc(C(=O)NCCN2CCCC2)cc(OC)c1OC | 3 | -2 | 0 | -2 | 0.2 | 4 | -7 | 6 | -3 | -7
CN(C)CCCNCCCNC(=O)/C(=N\O)c1ccccc1 | 1 | -2 | -9 | -4 | -0.8 | 1 | 5 | 0 | -5 | -5

Compounds listed so far that have a CF3 group:
SMILES | PLC-gamma1 inh | UHRF1 MBD2 ctr | PLC-beta3 inh | DDE Tn6 FP inh | proKLK7 act | NR1D1 modulator | ASAP1 inh | sPLA2-III inh | ARFGAP1 inhibitor | Tn7 DDE FP
CCN(CC)C(=O)CSc1ccc(C(F)(F)F)cc1[N+](=O)[O-] | 6 | 2 | -2 | -6 | 0.0 | 1 | 14 | 15 | 7 | 7
O=C1c2ccccc2-c2cccc(NS(=O)(=O)c3ccc(C(F)(F)F)cc3)c21 | -2 | -2 | -6 | -2 | -0.4 | 13 | 3 | -2 | -2 | 1

High-throughput results (PubChem)
